# Screening data as filed in PubChem.
# NR2E3 ag-1: inhibitors of NR2E3-RetCOR corepressor binding, primary screen, NR2E3 agonist project, biochemical, TR-FRET, GST-NR2E3, biotin-RetCOR. 0.12% of 320,000 active. AID 2300, 2010. inhibition of corepressor binding, % at 4.78 µM. 1536-well. Photoreceptor-specific nuclear receptor (Homo sapiens), Q9Y5X4;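 active = percent inhibition above the cutoff of mean plus 3 SD of all tested compounds, set per screening campaign, cut at about 20% in these data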;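 note: 0% = DMSO wells and 100% = biotin wells as full block of FRET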
# Target sequence (Q9Y5X4 whole entry, looked up): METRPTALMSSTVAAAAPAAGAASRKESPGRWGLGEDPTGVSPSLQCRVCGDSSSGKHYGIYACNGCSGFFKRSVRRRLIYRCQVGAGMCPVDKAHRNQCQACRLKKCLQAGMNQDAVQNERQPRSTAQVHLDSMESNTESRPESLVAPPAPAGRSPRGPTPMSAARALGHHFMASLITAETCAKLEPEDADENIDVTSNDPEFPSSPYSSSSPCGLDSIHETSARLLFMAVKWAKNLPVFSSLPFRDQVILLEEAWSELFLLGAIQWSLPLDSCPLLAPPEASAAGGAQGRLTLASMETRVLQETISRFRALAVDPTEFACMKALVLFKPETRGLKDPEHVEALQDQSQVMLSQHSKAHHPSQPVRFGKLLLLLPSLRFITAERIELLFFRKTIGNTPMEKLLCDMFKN
#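 system = GST-tagged NR2E3 plus biotinylated RetCOR corepressor | input = 1.35 nM GST-NR2E3 | also added = 7 nM biotin-RetCOR | schedule = 5 h incubation at 4 °C | measured by = TR-FRET with europium anti-GST and streptavidin-D2, 340 nm excitation | read-out = percent loss of FRET ratio relative to control wells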
# iPSC survival up: enhancers of single-cell hiPSC survival, primary screen, ATPlite luminescence; 100% = ROCK inhibitor wells, 0% = DMSO; 0.044% of 360,000 active; survival enhancement, % at 20 µM; in the data active = survival enhancement above about 18%;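 note: cells exposed to compounds for 16 hours before the ATP read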
# TRPM1 prom inh: inhibitors of MITF-dependent TRPM1 promoter reporter, primary screen, cell-based, SK-MEL-5, single point, luciferase; SK-MEL-5 TRPM1 promoter luciferase, 24 h; inhibition, % at 12.5 µM; 0.83% of 330,000 active;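 active = mean inhibition across replicates of 60% or more, whatever share of single replicates reaches that level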; note: values of inactives mirror those of a sister screen read the other way
# NR2E3 ag-2: NR2E3 agonists in two-hybrid cells, primary screen, cell-based, luminescence, CHO-S, Gal4-NCOR/VP16-NR2E3; Photoreceptor-specific nuclear receptor (Homo sapiens), Q9Y5X4; luciferase; inhibition of corepressor binding, % at 3.98 µM; 0.35% of 360,000 active; AID 602229, 2012;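 active = inhibition above the mean of all tested compounds plus 3 SD, cut at about 70% in these data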;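 note: 0% = DMSO with NR2E3 transfected cells and 100% = cells lacking NR2E3 construct; higher means lower luciferase signal from less NR2E3 corepressor binding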
# aDG glyco up: activators of alpha-DG glycosylation, primary screen, uHTS, Pro5-aDG cells, AlphaScreen | activation, % at 10 µM | 0.22% of 360,000 active | alpha-DG glycosylation AlphaScreen (IIH6); 0% Pro5, 100% B10-LARGE cell signal;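 active = activation of at least 8% versus controls, or a plate z-score of at least 8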;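 note: Pro5 are CHO cells carrying HIG-tagged alpha-DG that lacks glycosylation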
# CaV13 FRET inh: Disruptors of the CACNA1D IQ motif to Ca2+-dependent inactivation inhibitor domain association, primary screening, Förster resonance energy transfer in intact living …. HEK cells, CFP/YFP FRET ICDI-IQ, plate reader, 10 min; percent FRET-ratio fall versus neutral wells. inhibition, % at 12.3 µM. 0.098% of 340,000 active. AID 743397;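 active = mean replicate inhibition of at least 30% and at least 1% of replicates passing that level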;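 note: 0% = median of the neutral control wells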
# Vif imaging: HIV Vif self-association inhibitors, primary screen, imaging, HEK293T, single point; HEK293T cells, Vif self-association by quenched fluorescence, 24 h; inhibition, % at 7.49 µM; AID 602346, 2012; 0.35% of 340,000 active; in the data active = inhibition above about 50%, passing the limit was not always enough; note: some results filed as inactive read as strong as hits
# Exocytosis inh: LAMP-1 surface exposure blockers, TALL-104 cells – cell-based, flow cytometry, MLPCN library, primary screen | inhibition, % at 10 µM | 0.66% of 360,000 active | AID 651702, 2012 | TALL-104 LAMP-1 surface exposure; cells stimulated with thapsigargin and PMA;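 active = inhibition above about 55%, limit read from the data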
# PDI turbidity: inhibitors of human PDI, primary screen, biochemical, turbidity, single point, plate reader; Protein disulfide-isomerase (Homo sapiens), P07237; PDI insulin aggregation turbidity, A650, 90 min; inhibition, % at 10 µM; 0.052% of 350,000 active; AID 588391, 2011;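 active = mean inhibition across replicates of 30% or more, whatever share of single replicates reach that level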;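 note: absorbance from insulin aggregation driven by PDI reduction with DTT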
# Target sequence (P07237 whole entry, looked up): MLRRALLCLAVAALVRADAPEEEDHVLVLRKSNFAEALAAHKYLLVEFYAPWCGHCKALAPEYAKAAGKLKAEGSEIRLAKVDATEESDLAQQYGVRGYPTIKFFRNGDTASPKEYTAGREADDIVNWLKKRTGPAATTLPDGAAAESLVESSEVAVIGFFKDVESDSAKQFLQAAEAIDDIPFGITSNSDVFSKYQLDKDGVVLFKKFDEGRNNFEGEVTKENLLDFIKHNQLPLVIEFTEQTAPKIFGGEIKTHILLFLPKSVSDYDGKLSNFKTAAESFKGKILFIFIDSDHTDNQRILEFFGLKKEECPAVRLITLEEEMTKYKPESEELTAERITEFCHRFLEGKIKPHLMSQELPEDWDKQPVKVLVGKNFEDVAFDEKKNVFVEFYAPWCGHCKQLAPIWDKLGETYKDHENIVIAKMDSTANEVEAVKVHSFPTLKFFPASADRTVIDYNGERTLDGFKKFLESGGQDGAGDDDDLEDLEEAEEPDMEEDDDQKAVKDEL
# HIF-2a inh: HIF-2a reporter inhibitors, primary screen, luminescence, 786-0 RCC cells | 786-0 RCC cells HIF-2a reporter, luciferase luminescence, overnight | 0.72% of 360,000 active | inhibition, % at 18.8 µM;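 active = inhibition of the luminescence signal of 40% or more relative to plate controls, in a single-dose primary screen at 18.75 µM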
# Peg3 promoter: Peg3 promoter-driven luciferase inhibitors, primary screen, cell-based, HeLa, luciferase luminescence | 1.7% of 360,000 active | inhibition, % at 20 µM | HeLa PEG-Prom luciferase reporter, overnight | AID 588405, 2011;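 active = inhibition of at least 50% at 20 µM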
# An asterisk follows results filed as active; i = inactive; . = not tested or not shown.
# Preview:
structure	NR2E3 ag-1	iPSC survival up	TRPM1 prom inh	NR2E3 ag-2	aDG glyco up	CaV13 FRET inh	Vif imaging	Exocytosis inh	PDI turbidity	HIF-2a inh	Peg3 promoter
O=C(OCC(=O)N1CCCC1)c1cccs1	1	0.1	-32	-50	-0.1	-7	18	1	-3	-139	-129
CC1CCN(C(=O)CSc2nc3ncccc3[nH]2)CC1	1	-0.2	-18	8	-0.2	-7	-1	-6	5	-70	-67

# The whole of this part, previewed entries included:
structure	NR2E3 ag-1	iPSC survival up	TRPM1 prom inh	NR2E3 ag-2	aDG glyco up	CaV13 FRET inh	Vif imaging	Exocytosis inh	PDI turbidity	HIF-2a inh	Peg3 promoter
O=C(OCC(=O)N1CCCC1)c1cccs1	1	0.1	-32	-50	-0.1	-7	18	1	-3	-139	-129
CC1CCN(C(=O)CSc2nc3ncccc3[nH]2)CC1	1	-0.2	-18	8	-0.2	-7	-1	-6	5	-70	-67
COc1ccc(-c2cc(C(=O)N3CCCCCC3)c3cc(C)ccc3n2)cc1	-1	0.3	-14	0	0.1	-7	5	0	-1	-66	-29
COc1ccccc1NS(=O)(=O)c1cc(NC(=O)c2cccc(S(=O)(=O)N(C)C)c2)ccc1N1CCOCC1	.	-0.1	-3	-4	-0.5	-5	.	-3	12	8	-17
CC(=O)n1cc(Nc2ccc([N+](=O)[O-])cc2)c2ccccc21	0	1.8	26	-20	0.0	-5	5	1	0	-33	-7
Cc1occc1C(=O)NNC(=S)NCc1ccccc1	0	0.5	4	0	-0.1	-15	7	4	2	4	8
O=C(NCC(c1cccs1)N1CCOCC1)c1ccccc1NS(=O)(=O)c1ccc(Cl)cc1 (stereo unspecified)	6	1.3	15	-9	0.2	-5	-10	-1	0	14	23
CCOC(=O)C(=Cc1ccc(-n2ccnc2)cc1)C(=O)OCC	5	-1.8	.	-8	1.8	8	-14	3	-2	93*	107*
C[C@@H]1CN([C@H](C)CO)C(=O)CCCn2nncc2CO[C@@H]1CN(C)C(=O)Nc1cccc2ccccc12	.	-1.7	.	-14	0.8	-5	-1	-3	0	19	0
CCOC(=O)c1cnc(SC)nc1Oc1cccc(NS(=O)(=O)c2ccc(Cl)cc2)c1	-2	4.0	-1	10	0.2	-8	-1	1	-3	8	31
O=C(CN1CCN(c2ccc(Cl)cc2)CC1)N1CCCC1	-1	3.8	5	-1	0.0	.	-6	0	8	-3	31
Fc1ccc(CN2CCN3CCCC3C2C2CCCCC2)cc1F (stereo unspecified)	1	3.0	-15	-14	0.2	.	7	2	1	5	-5
CC(C)Cc1nc2oc3c(NCC(C)O)ncnc3c2c2c1CCCC2 (stereo unspecified)	-2	-0.4	13	-4	-0.1	-5	-2	5	1	9	14
CC1=C(CCN2CCN(C(C)C)C(CCO)C2)C(C)(C)CCC1 (stereo unspecified)	1	-1.1	-4	17	0.9	-5	-7	-5	1	15	10
CCS(=O)CCSC(=N)N (stereo unspecified)	2	-1.0	1	-7	-0.1	.	11	0	2	11	3
O=C(OCc1nc2ccccc2s1)c1cnccn1	-1	3.7	-41	-72	-0.1	-5	1	6	3	-232	-157
NC(=O)c1ccccc1N/C=C1\CCCCC1=O	0	-0.9	3	-38	-0.5	-8	.	4	4	3	18
Cc1ccccc1C(=O)Nc1ccc(N2CCCC2)cc1	-6	0.6	-78	-56	-0.3	7	5	-5	3	-240	-155
COc1ccccc1CNC1CCN(Cc2ccccc2)CC1	4	-0.4	10	18	-0.1	5	-3	4	12	17	4
Cc1ccc(-c2nc3ccc(C)cn3c2CC2CCCCC2)cc1	.	-0.3	.	-154	0.3	-8	.	15	.	-122	.
CSc1ccc(S(=O)(=O)NCC(=O)OCC(=O)NC2(C#N)CCCCC2)cc1[N+](=O)[O-]	-1	-0.3	0	41	0.2	-4	-2	-5	1	-1	1
COCC(=O)N(C)C[C@H]1N[C@@](Cc2ccccc2)(C(=O)OC)[C@H]2C(=O)N(Cc3ccccc3)C(=O)[C@@H]12	.	2.9	12	-28	-0.1	-4	.	-1	0	5	-11
CN1CCN(S(=O)(=O)c2cccc(C(=O)N(C)Cc3cccs3)c2)CC1	0	0.0	-7	-9	-0.1	-2	-4	-5	4	4	12
Cc1cc2nc(-c3ccccc3Br)n(/C=C(\c3ccccc3)n3c(=O)[nH]c4ccccc43)c2cc1C	.	1.2	.	-21	-0.1	-3	-1	-2	.	-99	-22
NC(=O)C1CCN(C(=O)c2cc3c(s2)CCCC3)CC1	0	0.5	-18	-151	0.0	-6	1	2	-4	-103	-174
O=C(Nc1cccc(C(F)(F)F)c1)C1CCCO1 (stereo unspecified)	0	3.2	6	-14	-0.2	6	2	-1	0	5	-6
Cc1nn(CC(C)C)c(Cl)c1C(=O)N(C)CC(=O)Nc1ccc(Cl)cc1	.	0.8	.	10	0.3	-5	.	-1	0	10	19
Cc1cccc(OCC(=O)OCC(=O)c2c(N)n(C)c(=O)n(C)c2=O)c1	0	5.7	-11	-9	0.0	.	-2	-2	16	14	-1
CCCCN(C(=O)CSCC(=O)Nc1ccc(C)cc1)c1c(N)n(CC(C)C)c(=O)[nH]c1=O	1	0.0	-1	-7	0.0	-5	4	-4	6	2	-7
CC(C)OC(=O)c1nn2c(C(F)(F)F)cc(-c3ccc(Br)o3)nc2c1Br	-1	2.8	3	10	0.0	-13	i	5	-7	-4	6
CCc1ccc2nc(NC(=O)C3CSC4(C)CCC(=O)N34)sc2c1 (stereo unspecified)	1	-0.2	-43	-47	-0.1	-7	-2	2	-3	-204	-197
CC[N+](CC)(CC)CCOc1cccc(OCC[N+](CC)(CC)CC)c1OCC[N+](CC)(CC)CC	0	0.4	5	-9	-0.1	.	-3	1	-1	4	-2
COc1ccc(OC)c(Nc2nc(-c3sc(C)nc3C)cs2)c1	-2	-2.6	-40	-29	0.5	-4	.	14	-3	-82	-39
Nc1ccn(Cc2cccc(Cl)c2)n1	-3	0.1	4	-12	1.1	1	-5	0	0	5	4
CCc1ccccc1NC(=O)CN(C)Cc1nc(N)nc(Nc2ccccc2C)n1	0	1.2	2	-2	0.0	-4	-9	0	-8	26	17
CCCn1c(CN2CCN(C(=O)OCC)CC2)nc2cc([N+](=O)[O-])ccc21	0	-0.7	0	-6	0.2	-20	11	1	-1	29	25
CCc1ccc(Nc2n[n+](-c3ccccc3)c(-c3ccc(OC)c(Br)c3)s2)cc1	2	-3.2	-3	-11	-0.2	-11	-4	2	0	-218	-20
Cc1[nH]c2ccccc2c(=O)c1CNCc1ccccc1	.	-0.6	.	-5	0.3	-6	-3	-11	-6	5	-5
CCCCn1nnnc1C1(C)CCC(=O)N1C1CC1 (stereo unspecified)	.	-0.3	.	-8	-0.1	-9	.	-6	.	2	.
CCOC(=O)CNC(=O)C1(/C=C/c2ccccc2)CC(=O)N1c1ccc(C)cc1 (stereo unspecified)	3	-0.3	-4	24	0.0	-3	6	-10	11	14	16
CC(C)(C)c1ccc(C(=O)N2[C@H](COCc3ccccc3)C=CS2(=O)=O)cc1	.	-2.4	.	21	0.2	-10	-2	0	.	-9	-5
O=C(CCc1nnc(CCCCc2ccccc2)o1)NCCCc1cccnc1	1	2.0	-22	-25	1.8	-6	8	0	5	-21	-17
COc1ccc(-n2c(N)c(C(=O)NCc3ccco3)c3nc4ccccc4nc32)cc1OC	2	-0.4	-11	-17	-0.1	-3	8	-1	-4	10	11
Cc1cc(C)c(NC(=O)CSc2nnc(CN3CCOCC3)n2C)c(C)c1	8	-0.5	-3	-30	-0.2	-2	11	-9	-3	17	22
Cc1nc2ccccn2c1C(=O)N=Nc1c(O)n(CCC(C)C)c2ccccc12	1	0.4	57	4	-0.8	-5	15	71*	-32	-2	107*
CN(C)C(=S)Nc1ccc(N2CCOCC2)cc1	3	-0.2	-3	-72	0.0	-4	1	-1	8	-18	-17
CCn1c(C)cc2c(c1=O)C(c1ccc3c(c1)OCO3)C(C#N)=C(N)O2 (stereo unspecified)	3	-1.7	-4	14	0.1	-8	14	-1	-11	7	7
Clc1ccc(Cn2ncc3c(N4CCN(c5ccccc5)CC4)ncnc32)cc1	.	-0.8	.	-16	-0.6	-5	.	7	-6	-29	92*
CCCCN(c1ccccc1)S(=O)(=O)c1ccc2c(c1)CCN2C(=O)CCC(=O)O	1	-2.0	3	5	-0.1	-5	-4	-1	0	24	-3
O=C(Nc1ccccn1)c1ccc(Cl)c(S(=O)(=O)N2CCc3ccccc32)c1	2	0.5	-6	5	0.4	-2	.	-7	-1	-64	-27
O=C(NCC1CCCO1)c1cc2ccccc2[nH]1 (stereo unspecified)	0	-0.4	-11	-11	0.0	-5	0	1	-7	-56	-32
CCc1ccc(N(CC)C(=O)Cc2c(C(=O)O)n(C)c3ccccc23)cc1	2	1.9	1	-37	-0.1	-21	-8	-3	0	18	-2
COc1ccccc1CNC(=O)Cn1cccc1C(=O)c1ccccc1C	5	-0.6	-27	-67	0.9	-3	-5	-4	4	-113	-155
CSCCC(NC(=O)c1ccccc1)C(=O)N1CC(C)OC(C)C1 (stereo unspecified)	2	0.2	2	10	0.1	-5	-1	5	-4	7	-1
Cc1cc[n+](CC(=O)c2cccc([N+](=O)[O-])c2)c2ccccc12	0	0.5	17	16	-0.1	-5	6	-2	-30	8	19
CCOc1cc(N2CCOCC2)c(OCC)cc1NC(=O)c1ccccc1	0	-0.1	-5	1	-0.1	5	-4	0	0	9	1
Cn1c(=O)c2cc(S(=O)(=O)NCCC(=O)NC3CCCCCC3)ccc2n(C)c1=O	-1	1.2	3	-15	-0.2	-5	0	-8	-4	7	6
COC(=O)C1=CN(Cc2ccccc2)C=C(C(=O)OC)C1c1ccc(OC)c(OC)c1	5	0.1	-4	5	0.2	-2	11	27	9	22	28
O=[N+]([O-])c1ccc(N2CCN(S(=O)(=O)c3ccc4ccccc4c3)CC2)cc1NCc1ccco1	0	0.7	2	-34	-0.2	-1	1	2	2	23	20
Brc1ccc(-c2cnnc(N3CCCC3)n2)cc1	0	3.0	-13	-8	-0.4	.	-2	6	-3	4	-27
